ERAP1 inh: human ERAP1 aminopeptidase inhibitors, primary screen, biochemical, single point, plate reader; 340,000 tested, 0.15% active; AID 652197, 2013; inhibition, % at 10.7 µM; recombinant ERAP1, Leu-AMC fluorescence, 60 min;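 active = mean replicate inhibition of at least 30%, or all replicates individually reaching that 30% level; inactive = mean below 30% and not every replicate reaching it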;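 also: 0% = neutral control wells and 100% = L-leucinethiol positive control wells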
Target sequence (Q9NZ08 whole entry, looked up): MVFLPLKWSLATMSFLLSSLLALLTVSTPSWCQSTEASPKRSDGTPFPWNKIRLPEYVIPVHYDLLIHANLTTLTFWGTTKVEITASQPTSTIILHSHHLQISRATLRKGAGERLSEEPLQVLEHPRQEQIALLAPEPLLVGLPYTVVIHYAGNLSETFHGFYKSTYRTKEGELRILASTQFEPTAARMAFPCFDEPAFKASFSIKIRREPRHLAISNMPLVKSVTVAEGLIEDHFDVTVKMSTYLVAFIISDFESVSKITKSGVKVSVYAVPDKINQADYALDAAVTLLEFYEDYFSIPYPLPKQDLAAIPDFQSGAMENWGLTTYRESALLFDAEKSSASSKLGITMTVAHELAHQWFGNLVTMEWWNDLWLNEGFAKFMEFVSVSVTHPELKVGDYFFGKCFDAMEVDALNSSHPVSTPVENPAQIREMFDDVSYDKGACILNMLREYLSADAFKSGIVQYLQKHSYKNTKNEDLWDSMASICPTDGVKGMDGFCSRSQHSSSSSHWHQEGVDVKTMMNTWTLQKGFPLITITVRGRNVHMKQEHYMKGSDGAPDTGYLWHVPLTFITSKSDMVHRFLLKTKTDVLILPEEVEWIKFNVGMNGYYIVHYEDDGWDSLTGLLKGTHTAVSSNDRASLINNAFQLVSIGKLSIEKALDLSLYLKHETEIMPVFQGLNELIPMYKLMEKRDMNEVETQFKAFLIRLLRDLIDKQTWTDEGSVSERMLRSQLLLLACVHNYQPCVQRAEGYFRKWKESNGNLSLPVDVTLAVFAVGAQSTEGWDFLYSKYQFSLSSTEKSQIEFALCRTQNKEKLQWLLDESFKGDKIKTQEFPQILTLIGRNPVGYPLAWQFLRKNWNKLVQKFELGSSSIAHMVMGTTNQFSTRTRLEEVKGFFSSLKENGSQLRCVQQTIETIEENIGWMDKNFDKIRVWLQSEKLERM
PAX8 inh HTS: inhibitors of PAX8-driven TPO luciferase reporter, primary screen, RMG-I cells, single concentration; inhibition, % at 12.6 µM; SteadyGlo, 24 h; 360,000 tested, 1.2% active;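 active = mean replicate inhibition at least 60% with every replicate also reaching 60%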;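 also: luciferase light reporting Pax8 driven TPO promoter activity; plate controls were median of neutral control wells for no effect and mitoxantrone controls for full effect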
S100A4 inh HTS: inhibitors of S100A4-myosin IIA peptide binding, primary screen, biochemical, fluorescence polarization, TAMRA-MyoIIA peptide; inhibition, % at 10.7 µM; 360,000 tested, 0.14% active; AID 652163, 2013;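 active = mean inhibition of at least 70% across replicates, with every replicate also reaching that level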
Target sequence (P26447 whole entry, looked up): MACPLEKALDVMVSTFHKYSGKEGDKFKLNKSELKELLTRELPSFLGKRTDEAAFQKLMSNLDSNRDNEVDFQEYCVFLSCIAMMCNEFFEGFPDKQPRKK
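assay system = human S100A4 monomer with TAMRA-labelled myosin IIA peptide | also added = labelled myosin peptide probe, 5 nM | incubation = 5 min between mix addition and reading | control set = DMSO and TFP controls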
PglD inh: C. jejuni PglD acetyltransferase inhibitors, primary screen, biochemical, DTNB colorimetric, single point | purified PglD enzyme, DTNB colorimetric CoA detection | inhibition, % at 12.5 µM | 360,000 tested, 0.098% active | UDP-N-acetylbacillosamine N-acetyltransferase PglD (Campylobacter jejuni) | AID 602405, 2012; in the data active = inhibition above about 16%, passing the limit was not always enough; also: strong numbers were not always called active
EWS-Fli inh: EWS/Fli-driven NR0B1 reporter inhibitors, primary screen, A673 cells, NR0B1 luciferase, luminescence, MLPCN library; viability-normalised; inhibition, % at 12.6 µM; 350,000 tested, 0.67% active; AID 651661, 2012;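 active = mean inhibition of at least 50% after viability correction, with every replicate also passing that limit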;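 also: firefly luciferase signal divided by Alamar Blue viability fluorescence both relative to DMSO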
FN deposition inh: inhibitors of fibronectin matrix deposition, primary screen, AH1F cells, Alexa488-fibronectin fluorescence, plate reader; inhibition, % at 12.6 µM; AH1F fibroblasts, overnight; 350,000 tested, 0.086% active;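 active = mean inhibition across replicates of 30% or more, regardless of how many single replicates reach that level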;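 also: positive control wells lacked labelled fibronectin entirely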
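Schedule: 1 h cell adhesion before compound, then overnight fibronectin incubation; test system: AH1F fibroblast monolayer depositing Alexa488-labelled fibronectin into matrix; quantity: 10000 AH1F cells per well; probe or stimulus: fluorescent fibronectin at 24 nM final; signal: fluorescence, ex 485 nm, em 525 nm; evaluation: percent inhibition as loss of matrix-bound fibronectin fluorescence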
PGC1a acetyl inh: inhibitors of PGC1a acetylation signal, primary screen, cell-based, U2OS, AlphaScreen, inhibitor mode. AID 651687, 2012. inhibition, % at 15.6 µM. AlphaScreen anti-acetyl-lysine; with virally co-expressed GCN5 acetyltransferase. 350,000 tested, 0.17% active;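 active = every replicate shows inhibition of at least 40%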;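 also: 0% = neutral control wells and 100% = positive control wells; some results beyond the cut were filed as inactive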
LGR2 inh: inhibitors of bursicon-induced LGR2 CRE-luciferase signal, primary screen, cell-based, HEK293, CRE-luciferase reporter, bursicon stimulation; Drosophila bursicon receptor LGR2 (rickets); bursicon-stimulated, 4 h; inhibition, % at 9.99 µM; 380,000 tested, 0.35% active; AID 720647, 2013;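 active = drop in luminescence signal, shown as inhibition above about 50% in the replicate tests, limit read from the data, passing the limit was not always enough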;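 also: agonist challenge used bursicon conditioned medium at about half maximal strength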
* marks the source's active call; other numbers are inactive results; · = not tested or not shown.

SMILES	ERAP1 inh	PAX8 inh HTS	S100A4 inh HTS	PglD inh	EWS-Fli inh	FN deposition inh	PGC1a acetyl inh	LGR2 inh
C/C=C/C(=O)Nc1cccc(C(F)(F)F)c1	-1	5	-1	·	2	-9	·	·
C[C@H]1CN([C@@H](C)CO)C(=O)c2cc(C#CCC3CCCC3)cnc2O[C@@H]1CN(C)CC1CCOCC1	-3	·	-9	0	10	17	3	5
CC(C)C[C@H]1CNC(=S)N1CC1CCCN1C[C@H](CC(C)C)N1C[C@H](CC(C)C)N(CC2CCCCCC2)C1=S (stereo partly specified)	·	-1	8	-12	8	-2	2	6
Cc1ccccc1NC(=O)C(Cl)=C(Cl)Cl	4	94*	0	-2	17	8	-23	6
C/C(=N\OCc1cccc(C(=O)O)c1)c1ccc(Cl)cc1	3	81*	-19	4	84*	-2	11	100*
COC(=O)c1ccc2nc(-c3cccc(Br)c3)c(Cc3ccccc3C(F)(F)F)n2c1	-3	4	41	·	18	-33	·	-8
COc1ccc(N2C3=C(CC4=C2CCCC4=O)C(=O)CCC3)cc1	·	14	·	-1	·	9	15	·
COc1cccc(NC(=S)N2CCc3cc(OC)c(OC)cc3C2COc2ccc3c(C)cc(=O)oc3c2)c1 (stereo unspecified)	·	-12	·	0	·	9	-15	-35
CCc1ccc2c(c1)[C@]1(C(=O)N2)[C@@H]2C(=O)N(Cc3ccccc3)C(=O)[C@@H]2[C@@H]2CCCN21	1	-4	2	-8	·	·	-11	-7
CC(=O)c1c(C)[nH]c(C(=O)COC(=O)C2(C)CC2(Cl)Cl)c1C (stereo unspecified)	-3	-64	12	3	-52	12	9	-40
O=C(Nc1cccc(S(=O)(=O)N2CCCCC2)c1)C1COc2ccccc2O1 (stereo unspecified)	-8	-32	-9	·	-16	7	-5	-19
O=S(=O)(N[C@@H]1CC[C@H](CCn2cc(-c3ccccc3F)nn2)O[C@H]1CO)c1ccc(F)cc1	8	-7	-4	1	22	·	-2	0

Structures listed so far containing a CF3 group (two):
SMILES	ERAP1 inh	PAX8 inh HTS	S100A4 inh HTS	PglD inh	EWS-Fli inh	FN deposition inh	PGC1a acetyl inh	LGR2 inh
C/C=C/C(=O)Nc1cccc(C(F)(F)F)c1	-1	5	-1	·	2	-9	·	·
COC(=O)c1ccc2nc(-c3cccc(Br)c3)c(Cc3ccccc3C(F)(F)F)n2c1	-3	4	41	·	18	-33	·	-8

(list continues)
SMILES	ERAP1 inh	PAX8 inh HTS	S100A4 inh HTS	PglD inh	EWS-Fli inh	FN deposition inh	PGC1a acetyl inh	LGR2 inh
C[C@@H]1CN([C@@H](C)CO)C(=O)c2cc(C#Cc3ccccc3)cnc2O[C@H]1CN(C)CC1CCOCC1	0	·	-2	5	-1	·	-3	11
O=C(Cn1cc2c(n1)CCCC2)N1CCCc2ccccc21	·	0	-5	2	1	-11	12	6
COC(=O)C[C@H]1CC[C@@H](NS(=O)(=O)c2ccccc2)[C@@H](CO)O1	-2	16	-1	·	-3	8	·	-17
CO[C@H]1CN(C)C(=O)c2cc(NS(=O)(=O)c3ccccc3C)ccc2OC[C@@H](C)NC[C@H]1C	5	·	2	1	-2	2	1	-2
CSc1ccccc1C(=O)NC1CCCN(c2ccc(C(F)(F)F)cn2)C1 (stereo unspecified)	3	14	-3	1	·	-3	-11	-4
O=C(NCCCn1ccnc1)c1cn(-c2ccccc2)nc1-c1ccc(F)cc1	2	·	-2	0	7	·	7	-2
O=C(Nc1ccc(Cl)cc1)C1CCCN(c2cnccn2)C1 (stereo unspecified)	2	-21	-4	-1	-25	-3	·	-6
CCc1ccc(CCC(=O)Nc2nc(CC(C)=O)ns2)o1	·	9	·	-1	·	7	-10	·
C[C@H]1CCCCO[C@@H](CN(C)C(=O)Nc2ccc3c(c2)OCO3)[C@@H](C)CN([C@@H](C)CO)C(=O)c2cc(NC(=O)C3CCCCC3)ccc2O1	4	·	4	0	4	·	14	44
C=CCN(CC(=O)NC1CCCC1)C(=O)C(=O)Nc1ccc2c(c1)OCCO2	-1	10	-1	-5	-6	5	-9	-10
COc1ccccc1C(=O)N1CCCN(C(=O)c2ccccc2OC)CC1	·	-4	·	2	·	-6	14	·
Fc1ccc(NC(=S)NN2CCOCC2)cc1Cl	-3	13	0	·	-1	0	·	·
COc1ccc2nc(NC(=O)c3ccccc3[N+](=O)[O-])sc2c1	-1	-62	-5	-4	-61	5	·	-22
O=C(Nc1ccc2c(c1)OCO2)c1ccc(Cl)c(S(=O)(=O)N2CCOCC2)c1	3	-12	0	3	-11	-1	·	-1
CCCC(=O)Nc1ccc2c(c1)OC[C@@H](C)N(C(=O)c1cnccn1)C[C@@H](C)[C@H](OC)CN(C)C2=O	-4	-11	142*	0	2	7	-4	-16
Cc1ccc(C(=O)/C=C/c2cc(C#N)n(C)c2C)cc1	-3	-11	6	-4	-48	6	-6	-45
COc1ccc(NC(=O)N(C)C[C@H]2Oc3ccc(N(C)C)cc3C(=O)N([C@@H](C)CO)C[C@H]2C)cc1	3	-20	-8	-31	·	-2	-8	20
CC(C)C#Cc1ccc([C@@H]2[C@@H](CO)N3C(=O)CN(C(=O)NC4CCCCC4)C[C@H]23)cc1	2	·	6	·	0	-11	·	2
Cc1ccc(S(=O)(=O)N2CCN(CC(O)c3ccccc3)CC2)cc1 (stereo unspecified)	-5	-3	3	-2	0	-8	7	13
CCC1(c2ccc(F)cc2)NC(=O)N(CC(=O)N2CCN(S(=O)(=O)c3ccc(Cl)cc3)CC2)C1=O (stereo unspecified)	6	1	0	-4	1	-5	·	-4
C[C@@H]1CN([C@H](C)CO)C(=O)c2cc(-c3ccncc3)cnc2O[C@H]1CN(C)C(=O)Cc1cccnc1	1	-1	6	1	-18	·	-1	-13
COCCN(C(=O)Cc1coc2cc(C)c(C)cc12)c1c(N)n(Cc2ccccc2)c(=O)[nH]c1=O	-1	12	-16	0	-4	1	·	-1
CCNC(=O)Nc1ccc2c(c1)C(=O)N(C)[C@@H]1CC[C@@H](CC(=O)Nc3ccccc3)O[C@H]1CO2	4	3	-1	3	-1	-34	-4	8
CCc1ccccc1NC(=O)c1ccccc1Sc1ccc([N+](=O)[O-])cc1Cl	1	17	4	·	10	-3	·	18

Only FN deposition inh and S100A4 inh HTS (3 entries from above):
SMILES	FN deposition inh	S100A4 inh HTS
CCCC(=O)Nc1ccc2c(c1)OC[C@@H](C)N(C(=O)c1cnccn1)C[C@@H](C)[C@H](OC)CN(C)C2=O	7	142*
Cc1ccc(C(=O)/C=C/c2cc(C#N)n(C)c2C)cc1	6	6
COc1ccc(NC(=O)N(C)C[C@H]2Oc3ccc(N(C)C)cc3C(=O)N([C@@H](C)CO)C[C@H]2C)cc1	-2	-8

The list goes on.
SMILES	ERAP1 inh	PAX8 inh HTS	S100A4 inh HTS	PglD inh	EWS-Fli inh	FN deposition inh	PGC1a acetyl inh	LGR2 inh
Cn1c(SCC(=O)Nc2ccc(Br)cc2)nc(O)cc1=O	·	0	3	1	7	-10	9	-9
N#Cc1cc([N+](=O)[O-])ccc1NCCN1CCOCC1	2	-15	3	·	26	-17	·	-1
COc1ccc(N(CC(=O)NCc2ccc3c(c2)OCO3)C(=O)CCC(=O)Nc2ccccn2)cc1	1	-4	2	·	-2	-5	·	13
COC(=O)c1sccc1NC(=O)CC1NCCNC1=O (stereo unspecified)	0	6	-3	·	5	-1	-5	·
Cc1ccc(S(=O)(=O)N(C)C[C@@H]2Oc3cc(Br)ccc3S(=O)(=O)N([C@@H](C)CO)C[C@H]2C)cc1	0	-6	-2	-2	3	·	-25	3
COc1cccc(S(=O)(=O)N(C)C[C@H]2Oc3cc(C4=CCCC4)ccc3S(=O)(=O)N([C@@H](C)CO)C[C@@H]2C)c1	2	41	3	-3	22	-11	-13	-3
CN(C)CC(=O)c1c[nH]c2ccccc12	·	6	·	-1	·	-2	-11	·
CC(C)NC(=O)Nc1ccc2c(c1)C(=O)N([C@@H](C)CO)C[C@H](C)[C@H](CN(C)Cc1ccc3c(c1)OCO3)OCCCC[C@@H](C)O2	·	3	·	2	6	-3	-5	-1
COc1ccc(S(=O)(=O)N[C@@H]2CC[C@H](CCn3cc(-c4ccccc4F)nn3)O[C@H]2CO)cc1	4	4	15	5	4	-7	-4	-1
O=C(CSc1nc2ncccc2[nH]1)c1cccc([N+](=O)[O-])c1	·	-11	·	-2	12	·	5	-8
CC(Oc1coc(CN2CCN(C(=O)c3ccco3)CC2)cc1=O)c1ccccc1 (stereo unspecified)	1	0	-3	-2	0	-4	-1	-9
C[C@@H]1CN([C@H](C)CO)S(=O)(=O)c2ccc(C#Cc3ccc(F)cc3)cc2O[C@H]1CN(C)S(=O)(=O)c1ccc(F)cc1	-3	·	2	-4	15	3	-3	12
COCCCNc1nc2c(-c3cccc(C)c3)nnn2c2ccc(Cl)cc12	2	16	-4	·	36	0	·	-62
C[C@]12c3[nH]c4cc(-c5ccco5)ccc4c3CCN1C(=O)[C@@H](CC(=O)NCCC1=CCCCC1)C[C@@H]2C(=O)N1CCCCC1	·	10	-9	3	-10	·	·	-1
C[C@@H]1CCCCO[C@@H](CN(C)S(=O)(=O)c2ccc(F)cc2)[C@@H](C)CN([C@@H](C)CO)C(=O)c2cc(NC(=O)Nc3ccc4c(c3)OCO4)ccc2O1	2	1	-5	-1	4	-9	9	6
Cc1ccccc1S(=O)(=O)NCC[C@H]1CC[C@@H](NS(=O)(=O)c2ccccc2C)[C@H](CO)O1	-5	-1	-1	5	3	·	10	-9
Nc1nc(SCc2ccccc2)c2[nH]cnc2n1	0	1	-3	0	1	-4	-12	-11
CC1CN(C(=O)Cn2cc(S(=O)(=O)CC(=O)N3CCOCC3)c3ccccc32)CC(C)O1 (stereo unspecified)	3	11	2	-2	3	4	0	6
COc1ccc(C/C(N)=N/O)cc1	·	-3	·	-1	·	-5	12	-13
CN(C[C@@H]1[C@H](c2ccccc2)[C@@H](CO)N1Cc1ccccn1)S(C)(=O)=O	-3	-10	8	1	5	-1	7	-8
C[C@@H]1CN([C@H](C)CO)C(=O)Cc2cc(NC(=O)c3ccncc3)ccc2O[C@@H]1CN(C)C(=O)NC1CCCCC1	-1	3	3	-3	0	3	-6	19
CC(C)Oc1ccc(/C(O)=C2/C(=O)C(=O)N(CCN3CCNCC3)C2c2cccc([N+](=O)[O-])c2)cc1 (stereo unspecified)	4	-18	-2	5	4	7	·	-6
CC(C)(C)c1ccc(CC(=O)N2CCC2(C)C(=O)Nc2cccc3c2CCCC3)cc1 (stereo unspecified)	2	9	-7	-1	9	-6	-5	11
CCN(Cc1ccncc1)C(=O)CCc1nnc(CCc2ccccc2OC)o1	3	5	0	·	13	-2	·	14
COCCCNC(=S)Nc1cc2oc3ccccc3c2cc1OC	-2	17	-4	0	·	·	5	10
O=C(NCc1ccccc1Br)C1CCCO1 (stereo unspecified)	-1	-7	12	4	4	1	·	-22
CCC(=O)Nc1cccc(C(=O)N(Cc2ccccc2)Cc2ccccc2)c1	3	6	1	1	10	3	-10	-4
COc1ccc(CCN(C)C(=O)c2ccc(OCC(=O)N3CCOCC3)c(OC)c2)cc1OC	-4	-8	-2	1	-3	8	-7	2
C=C(CC[C@@H](O)C(C)(C)O)[C@H]1CC[C@]2(C)[C@@H]1CCC1[C@@]3(C)CCC(=O)C(C)(C)C3CC[C@]12C (stereo partly specified)	-1	-20	12	1	5	-2	·	24
O=C(N/N=C/C(Cl)=C\c1ccccc1)c1ccco1	-2	-155	2	15	-87	-5	·	-56
CCCCNc1c(-c2ccc(OC)c(SC(C)CC)c2)nc2ccc(Cl)cn12 (stereo unspecified)	5	1	-3	5	-3	-5	-4	-25
